PHOSPHO1 block: PubChem AID 1565; recombinant PHOSPHO1, absorbance phosphatase assay; 290,000 tested, 1.1% active; inhibition, % at 13.3 µM; Phosphoethanolamine/phosphocholine phosphatase (Homo sapiens), Q8TCT1; in the data active means inhibition above about 60%
Target sequence (Q8TCT1 whole entry, looked up): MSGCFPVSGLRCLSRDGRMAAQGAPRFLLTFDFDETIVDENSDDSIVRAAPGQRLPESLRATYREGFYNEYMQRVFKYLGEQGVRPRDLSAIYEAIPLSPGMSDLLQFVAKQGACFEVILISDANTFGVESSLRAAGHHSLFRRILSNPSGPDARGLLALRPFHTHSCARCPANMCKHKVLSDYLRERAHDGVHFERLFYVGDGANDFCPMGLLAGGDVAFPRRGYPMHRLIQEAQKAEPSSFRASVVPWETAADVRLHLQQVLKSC
HCV NS3 hel inh: inhibitors of HCV NS3 helicase, primary screen, biochemical, Cy5 molecular beacon fluorescence | NS3 helicase DNA unwinding | Hepatitis C virus NS3 helicase | 290,000 tested, 0.56% active | inhibition, % at 10.9 µM;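 active means inhibition above the mean of all tested compounds plus 3 SD, set per campaign, cut at about 35% in these data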;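 further: 0% = DMSO wells and 100% = thioflavine S control wells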
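Assay system – hepatitis C virus NS3 helicase domain fragment enzyme · Buffer or medium – MOPS pH 6.5, MgCl2, DTT, Tween20, BSA · Reagent – Cy5/quencher beacon DNA duplex and ATP to start · Compound – single 10.9 µM dose · Timing – 1 h at 25 °C · Technique – Cy5 beacon fluorescence read at start and 1 h · Measure – % inhibition of unwinding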
OXTR ag: human OXTR agonists, primary screen, fluorescence, CHO-OTR cells, Fluo-8 calcium | Oxytocin receptor (Homo sapiens), P30559 | activation, % at 3 µM | Fluo-8 calcium fluorescence; normalized: DMSO 0%, oxytocin 100% | 320,000 tested, 0.32% active;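 active means activation above the mean of all tested compounds plus 3 SD, cutoff set per screening run, cut at about 20% in these data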;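 further: peak over basal fluorescence ratio from a 100 s FLIPR kinetic read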
Target sequence (P30559 whole entry, looked up): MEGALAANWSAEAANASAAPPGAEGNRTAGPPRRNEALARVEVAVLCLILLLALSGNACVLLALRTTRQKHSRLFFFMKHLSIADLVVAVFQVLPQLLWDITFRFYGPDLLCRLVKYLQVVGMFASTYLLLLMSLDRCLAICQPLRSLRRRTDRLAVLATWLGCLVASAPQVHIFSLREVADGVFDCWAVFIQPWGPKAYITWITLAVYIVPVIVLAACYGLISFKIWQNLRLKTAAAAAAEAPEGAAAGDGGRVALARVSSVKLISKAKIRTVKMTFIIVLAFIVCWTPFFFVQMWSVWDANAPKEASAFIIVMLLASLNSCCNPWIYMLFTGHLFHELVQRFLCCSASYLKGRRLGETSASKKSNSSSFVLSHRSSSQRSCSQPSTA
VIM-2 inhibitor: VIM-2 metallo-beta-lactamase inhibitors, primary screen, biochemical, epi-absorbance readout, Pseudomonas aeruginosa enzyme; purified VIM-2, nitrocefin hydrolysis, epi-absorbance fluorescence; inhibition, % at 5.6 µM; 290,000 tested, 0.89% active;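 active means inhibition above the mean of all tested compounds plus 3 SD, cutoff set per screening run, cut at about 7.5% in these data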;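 further: red hydrolysis product quenches plate fluorescence so inhibitors raise well fluorescence; 0% = enzyme with DMSO and 100% = DMSO without enzyme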
DNA FID counter: compounds displacing fluorescent DNA intercalator, primary screen, artefact control for HCV NS3 helicase inhibitor project, biochemical, FID fluorescence. 290,000 tested, 0.17% active. inhibition, % at 7.9 µM. DNA fluorescent intercalator displacement. AID 1845, 2009; in the data active means inhibition above about 37%;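 further: 0% = vehicle and 100% = reference compound; higher means more ethidium bromide displaced from hairpin DNA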
GalR3 antagonist: GalR3 antagonists in HEK293 cells, primary screen, cell-based, fluorescence readout; Galanin receptor type 3 (Homo sapiens), O60755; HEK293 GalR3-CNG cAMP membrane potential fluorescence; galR3 body fused to GalR1 C-terminus; inhibition, % at 3 µM; 360,000 tested, 0.44% active; AID 651719, 2012;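 active means inhibition above the screen-wide average plus 3 SD, cut at about 13% in these data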;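 further: forskolin and galanin both at EC90 stimulate the cells; cAMP rise reported by CNG channel membrane potential dye signal; 0% = forskolin plus galanin with DMSO and 100% = forskolin alone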
IMP-1 inhibitor: IMP-1 metallo-beta-lactamase inhibitors, primary screen, biochemical, epi-absorbance readout, Pseudomonas aeruginosa enzyme; purified IMP-1, nitrocefin hydrolysis, epi-absorbance fluorescence; inhibition, % at 5.6 µM; metallo-beta-lactamase IMP-1 (Pseudomonas aeruginosa); 290,000 tested, 0.45% active; AID 1556, 2009;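 active means inhibition above the mean plus 3 SD of all compounds in the same screening run, cut at about 4.5% in these data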;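 further: 0% = IMP-1 with DMSO and 100% = DMSO wells lacking enzyme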
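Material – recombinant IMP-1 enzyme, purified · Amount – IMP-1 0.2 nM before substrate addition · Medium – HEPES buffer pH 7.1 with ZnSO4 and Brij 35 · Timing – 25 °C, 15 min preincubation, 25 min reaction · Measured by – plate fluorescence quenching by hydrolysis product, ex 480/em 530 nm · Read-out – percent enzyme inhibition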
GPR7 antagonist: GPR7 receptor antagonists, primary screen, cell-based, fluorescence, single concentration; GPR7-expressing cells, fluorescence antagonist assay; inhibition, % at 4.4 µM; 290,000 tested, 1.1% active; AID 1861, 2009; in the data active means inhibition above about 16%, passing the limit was not always enough;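 further: cells stimulated with the agonist NPW; 0% = agonist with vehicle and 100% = vehicle without agonist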
V1R ag counter: agonists of human V1a receptor, primary screen, counter-screen for OXTR agonist project, fluorescence, CHO-V1R cells. Fluo-8 calcium fluorescence, agonist mode; 0% DMSO, 100% 3 nM vasopressin. 320,000 tested, 0.25% active. activation, % at 3 µM. Vasopressin V1a receptor (Homo sapiens), P37288;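 active means activation above the mean activation of all tested compounds plus 3 SD, per screening run, cut at about 20% in these data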;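 further: signal is peak over basal fluorescence ratio across a 100 second FLIPR read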
Target sequence (P37288 whole entry, looked up): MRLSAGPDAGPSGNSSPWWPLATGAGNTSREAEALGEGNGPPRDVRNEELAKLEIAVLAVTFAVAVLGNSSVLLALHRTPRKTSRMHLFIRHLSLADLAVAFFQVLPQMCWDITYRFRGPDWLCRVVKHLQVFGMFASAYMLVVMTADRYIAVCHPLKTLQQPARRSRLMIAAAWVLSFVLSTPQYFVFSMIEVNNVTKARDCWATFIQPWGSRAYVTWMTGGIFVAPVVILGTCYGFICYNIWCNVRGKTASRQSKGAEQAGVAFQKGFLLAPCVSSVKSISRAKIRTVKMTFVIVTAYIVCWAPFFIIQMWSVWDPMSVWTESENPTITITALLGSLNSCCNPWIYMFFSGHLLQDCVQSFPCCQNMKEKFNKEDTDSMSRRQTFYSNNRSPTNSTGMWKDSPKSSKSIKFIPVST
* hit, by the source's call; / = no result given.

SMILES	PHOSPHO1 block	HCV NS3 hel inh	OXTR ag	VIM-2 inhibitor	DNA FID counter	GalR3 antagonist	IMP-1 inhibitor	GPR7 antagonist	V1R ag counter
CCOC(=O)Cc1csc(NC(=O)c2c(O)c3ccccc3n(CC(C)C)c2=O)n1	1	11	0.5	0.3	0	0	-0.2	11	-0.3
CCS(=O)(=O)N1CCN(CC(=O)NC2CCCCC2)CC1	44	6	0.6	-3.1	3	-4	-3.6	-2	1.6
Cc1ccc(S(=O)(=O)N2CCC[C@H]2C(=O)OCC(=O)c2ccc3c(c2)NC(=O)CO3)cc1	20	10	8.5	-2.4	-31	-6	-4.5	-11	8.6
COc1cc2c(cc1OC)[C@H](C)N(C(=S)Nc1ccc(F)cc1)CC2	-4	0	2.0	-4.0	-5	-7	-2.3	-5	0.6
C/C(=N\NC(=O)c1ccccc1N)c1ccc(NC(=O)Cc2ccccc2)cc1	18	-1	/	-1.8	-22	-1	-1.9	5	/
Cc1ccc(-c2cc(C(=O)Nc3cccnc3)c3ccccc3n2)s1	58	-14	0.5	-3.8	-28	-3	-4.0	-12	1.3
CCOc1ccccc1Nc1nc(N)nc(CSc2nccc(C)n2)n1	11	-6	-2.0	-1.9	-23	-2	-1.5	-6	-0.4
O=C(Cc1n[nH]c(=O)c2ccccc12)OCc1c(Cl)cccc1Cl	20	8	2.1	0.5	-4	11	0.0	5	0.3
COC(=O)Cn1c(=NC(=O)c2cc(OC)c(OC)c(OC)c2)sc2cc(OC)ccc21	1	2	-0.6	0.1	-4	-3	-3.4	-11	0.2
CC1=CC2=NC(=O)/C(=C\c3cc(C)n(-c4ccccc4)c3C)C(=N)N2O1	-30	-3	-1.8	0.1	-6	0	-1.3	1	-0.5
CCOC(=O)C1CCN(C(=O)Cn2cnc3sc(C)c(S(=O)(=O)N4CCOCC4)c3c2=O)CC1	22	16	0.8	-0.7	-21	1	-5.1	-4	1.0
CCOC(=O)Cn1c(Br)nc2c1c(=O)[nH]c(=O)n2C	6	8	-0.7	2.1	-3	2	0.1	4	0.8
COc1ccc2oc(C(=O)OCC(=O)NC(=O)NC(C)C)c(C)c2c1	2	-1	-2.1	-0.8	-17	-5	-4.6	6	-0.9
CC(=O)N1c2ccccc2N2C(c3c(C)c(C)cc(C)c3C)=NON12	39	1	/	-0.5	-29	-8	-0.6	4	/
O=C(O)Cn1ncc2c1-c1ccoc1CC2	9	23	-0.1	-4.6	-3	/	-2.0	-13	0.1

Looked up above.
`CCOC(=O)Cc1csc(NC(=O)c2c(O)c3ccccc3n(CC(C)C)c2=O)n1` | OXTR ag: 0.5
`CCS(=O)(=O)N1CCN(CC(=O)NC2CCCCC2)CC1` | HCV NS3 hel inh: 6
`O=C(O)Cn1ncc2c1-c1ccoc1CC2` | IMP-1 inhibitor: -2.0
`CC1=CC2=NC(=O)/C(=C\c3cc(C)n(-c4ccccc4)c3C)C(=N)N2O1` | GPR7 antagonist: 1
`O=C(Cc1n[nH]c(=O)c2ccccc12)OCc1c(Cl)cccc1Cl` | GPR7 antagonist: 5

(more compounds)
SMILES	PHOSPHO1 block	HCV NS3 hel inh	OXTR ag	VIM-2 inhibitor	DNA FID counter	GalR3 antagonist	IMP-1 inhibitor	GPR7 antagonist	V1R ag counter
CN1C(=O)c2ccc(NC(=O)c3c(C(=O)O)cccc3[N+](=O)[O-])cc2C1=O	14	-4	1.2	-1.7	3	-4	-1.6	-5	0.1
CCOC(=O)N1CCC(NC(=O)Cn2ncc3c2-c2cc(C)ccc2OC3)CC1	13	1	0.2	-3.8	-13	/	-3.2	-4	0.7
COc1ccc(Nc2nc(Nc3ccc(OC)cc3)nc(SC3=NCCS3)n2)cc1	8	-23	-1.7	-4.2	-8	-3	-2.5	-5	0.1
COc1ccc(S(=O)(=O)NC2CC(C)(C)NC(C)(C)C2)cc1C(C)C	38	-16	0.0	1.4	28	-5	-0.4	3	-0.1
Cc1ccc([N+](=O)[O-])cc1-c1ccc(/C=N/NC(=O)c2cc3c(ccc4ccccc43)o2)o1	7	18	0.7	-3.6	-7	-1	-2.6	-10	0.2
C=CCn1c(N)cc(=O)nc1SC(CC)C(=O)Nc1ccc(C(C)=O)cc1 (stereo not given)	7	2	1.0	-1.4	-21	-2	-0.2	-5	0.1
Cn1c(=O)[nH]c(=O)c2c1nc(Br)n2CCCSc1nc2ccccc2o1	20	2	4.8	-5.3	-26	-4	-1.6	10	6.8
CCCCOc1ccc(/C=C/C(=O)OCC(=O)c2c(N)n(C)c(=O)n(C)c2=O)cc1OCC	24	-11	0.3	-0.4	-3	-5	0.6	-4	1.9
O=c1ncn(-c2ccc(F)cc2)c2ncccc12	0	1	0.9	-0.5	-3	-3	-2.5	-7	0.8
O=C(O)c1cc2ccc3ccccc3c2oc1=O	-20	6	-0.7	-0.2	-1	0	-1.8	-6	-0.8
Oc1ccc(Br)cc1/C=N/n1cnc2ccccc21	16	-1	1.9	1.9	0	-9	0.4	9	0.8
Cc1cc(C)n(-c2ccc(F)cc2)c(=O)c1C(=O)O	42	3	0.2	-3.6	0	0	-2.5	2	-0.4
c1ccc2c(Nc3nnc(-c4ccncc4)s3)cccc2c1	12	-7	-1.8	0.1	-19	-5	-0.7	-1	0.3
CCOc1cc(/C=N\NC(=O)Cc2ccccc2)ccc1OCC(=O)Nc1ccc(C)c(C)c1	14	0	0.0	-2.9	-3	-1	-5.0	-4	0.2
Cc1nc(-c2ccc(C#N)cc2)cs1	28	10	0.1	-1.9	0	-2	-3.1	7	0.1
Cc1ccc(-c2nc(C#N)c(NCCN3CCCCC3)o2)cc1	-23	-8	-0.4	-2.9	6	-2	-2.2	6	-0.7
CCN(CC)CCN1C(=O)c2ccccc2NC1c1ccc(N(C)C)cc1 (stereo not given)	10	6	-0.7	-2.4	-2	-4	-4.2	1	0.6
COC(=O)Nc1nnc(COc2ccccc2)s1	41	15	1.7	-1.6	-1	-3	-2.1	-18	2.4
O=C(Oc1cc(Cl)cc(Cl)c1)c1cnc2n(c1=O)CCS2	30	12	-1.3	-1.6	-3	-1	-0.3	-11	0.0
CC(C)(C)c1ccc(C2(C)NC(=O)N(CC(=O)c3ccc[nH]3)C2=O)cc1 (stereo not given)	48	1	14	-5.4	-25	-3	-2.2	-1	9.8
CNC(=O)CCc1nc(-c2ccc(C(C)(C)C)cc2)no1	42	2	3.1	-0.9	3	5	-2.4	-8	2.2
Cc1noc(C)c1COc1cccc(C(=O)OC(C)C(=O)Nc2ccc3c(c2)OCO3)c1 (stereo not given)	7	-9	7.0	-0.9	-24	-7	2.1	19*	5.0
CCCN1C(=O)c2ccc(C(=O)NC3CCCCC3)cc2C1=O	16	-2	-0.6	-0.3	1	10	-4.4	-8	0.5
CC(=O)C(Sc1ccc2nnc(-c3ccc(F)cc3)n2n1)C(C)=O	89*	6	-0.1	1.0	-4	3	-5.2	-10	1.0
O=C(CN1CCN(C(=O)C2CCCO2)CC1)Nc1c(Cl)cccc1Cl (stereo not given)	26	13	0.6	-1.5	-6	-1	-2.5	-16	0.7
CCN(c1ccccc1)S(=O)(=O)c1ccc(OC)c(NC(=O)C2CC(=O)N(Cc3ccccc3)C2)c1 (stereo not given)	14	0	-0.2	-1.7	-32	-7	-1.7	0	1.9
Cc1cc(Cl)ccc1NC(=S)N1CCOCC1	0	-4	0.1	-3.6	2	-7	-2.6	-6	1.1
CCN(CC)CCCN(Cc1cc2cc3c(cc2[nH]c1=O)OCO3)C(=S)NCc1ccco1	0	-9	-0.4	3.1	8	-2	0.5	-4	-0.1
O=C(NNC(=S)NCc1ccccc1)c1cccc([N+](=O)[O-])c1	-57	1	1.4	-2.5	-3	3	-4.3	-4	0.3
O=C(COC(=O)c1ccc([N+](=O)[O-])s1)NCc1ccc(F)cc1	-2	-2	-0.1	-5.0	4	-12	-2.2	-6	8.2
O=C(Nc1nc2ccccc2s1)C1CC(=O)N(c2ccc(Br)cc2)C1 (stereo not given)	19	-5	1.7	-2.4	-4	-3	0.8	-8	0.8
Clc1ccc(-c2nn3cnnc3s2)c(Cl)c1	12	6	-2.1	-1.6	-4	-5	-4.2	0	-1.7
CC(CCc1ccccc1)NC(=O)COC(=O)c1ccc(NC(N)=O)cc1 (stereo not given)	28	0	0.0	-1.9	-11	-11	-2.9	-8	0.6
Cc1cc(C=NCCCO)c(C)n1-c1cc(Cl)ccc1Cl	-4	2	/	-2.2	-13	1	-2.4	-10	/
COc1ccc(OC)c(NC(=O)C2CCCNC2=O)c1 (stereo not given)	5	-3	0.8	-0.8	-2	-6	2.1	1	1.0
Cc1cc(-c2ccccc2)nc(SCc2ccc(C(=O)O)o2)n1	-10	20	0.1	-2.2	-32	-2	-2.5	-4	1.1
O=C1c2cccc3cccc(c23)C(=O)N1c1ccccc1Cl	14	0	-2.2	-1.0	-9	-7	-2.3	-18	-1.2
Cn1c(=O)c(C(=O)NNC(=O)c2ccc(Br)cc2)c(O)c2ccccc21	31	-36	0.6	-3.8	-15	-7	-3.9	-6	0.5
O=Cc1cnc(N2CCN(Cc3ccccc3)CC2)s1	-17	-3	-1.0	-2.6	-12	-7	-2.6	-9	0.7
O=C(COC(=O)c1cccc(C(F)(F)F)c1)NCc1ccc(Cl)cc1	-2	0	-1.0	-0.5	-2	1	-2.8	-5	0.2
CC(C)COc1nc2ccccc2c(=O)n1OCC(=O)O	14	4	-1.8	-2.7	-10	0	-2.5	-2	-0.2
c1cc(-c2ccncc2)ccn1	-8	1	1.1	-1.8	-3	-1	-3.2	-12	0.9
CCOC(=O)/C=C1\CC(=O)Nc2cc(C)c(C)cc2N1	2	-1	0.1	-2.2	-4	2	-1.0	-9	1.3
O=C(Nc1ccccc1Cl)c1ccc2ccccc2c1	/	2	-2.1	-0.7	-5	-8	-2.5	-18	-0.7
CN(CC(=O)NC1CCN(Cc2ccccc2)CC1)S(=O)(=O)c1ccc2c(c1)c(=O)n(C)c(=O)n2C	-3	8	-1.8	1.7	17	-3	-0.5	5	-0.6
C=C(C)C1CC=C(C)/C(=N/NC(=O)COc2ccccc2Cl)C1 (stereo not given)	-7	-4	-1.4	-1.9	-11	-3	-0.9	-2	0.0

Shown as a hit in GPR7 antagonist (from the list above):
molecule	PHOSPHO1 block	HCV NS3 hel inh	VIM-2 inhibitor	GalR3 antagonist	IMP-1 inhibitor	GPR7 antagonist
Cc1noc(C)c1COc1cccc(C(=O)OC(C)C(=O)Nc2ccc3c(c2)OCO3)c1 (stereo not given)	7	-9	-0.9	-7	2.1	19*

Assay outcomes deposited in PubChem BioAssay by several laboratories.
